hcGAS inh: human cGAS inhibition; Q8N884; recombinant h-cGAS, ATP depletion, Kinase-Glo luminescence; inhibition, % at 12.5 µM; 290,000 tested, 0.081% active;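 also: 0% = vehicle reaction and 100% = reaction without DNA for no activity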
Target sequence (Q8N884 whole entry, looked up): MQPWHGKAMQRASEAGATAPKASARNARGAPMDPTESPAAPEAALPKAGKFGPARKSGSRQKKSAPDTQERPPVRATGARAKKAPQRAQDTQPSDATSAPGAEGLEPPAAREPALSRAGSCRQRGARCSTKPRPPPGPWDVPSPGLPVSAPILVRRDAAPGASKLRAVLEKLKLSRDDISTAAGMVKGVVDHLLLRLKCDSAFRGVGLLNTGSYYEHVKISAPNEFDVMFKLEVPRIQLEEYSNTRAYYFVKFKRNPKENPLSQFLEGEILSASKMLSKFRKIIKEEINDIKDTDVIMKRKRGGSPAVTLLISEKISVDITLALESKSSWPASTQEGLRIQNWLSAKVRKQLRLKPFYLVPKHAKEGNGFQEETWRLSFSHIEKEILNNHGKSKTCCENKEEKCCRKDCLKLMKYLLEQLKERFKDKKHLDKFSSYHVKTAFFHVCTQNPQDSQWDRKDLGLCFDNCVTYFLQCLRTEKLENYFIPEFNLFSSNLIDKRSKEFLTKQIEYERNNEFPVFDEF
NPYLR7 ag: activates Aedes aegypti NPYLR7 receptor; AID 1259423; 270,000 tested, 0.15% active; activation, % at 10 µM; HEK293T NPYLR7/Galpha15, GCaMP6s calcium fluorescence; in the data active = activation above about 40%;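 also: 0% = vehicle and 100% = reference agonist at the receptor; some compounds past the cut are filed as inactive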
mcGAS inh: mouse cGAS inhibition by luminescence; recombinant cGAS, Kinase-Glo ATP depletion luminescence; 160,000 tested, 0.15% active; inhibition, % at 12.5 µM; Q8C6L5; AID 1259399;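 also: 0% = negative control wells and 100% = reference inhibitor with no enzyme activity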
* = called active by the depositor; / = no result given; & = joins results of further samples. Rule as the data show it, unless noted: active = inhibition above about 40%; inactive = the rest.

SMILES | hcGAS inh | NPYLR7 ag | mcGAS inh
COc1ccc(-c2ccc(/C=C3\SC(=S)NC3=O)o2)c([N+](=O)[O-])c1 | 10 | 4 | /
CCOc1ccc(NC(=O)N2CCC3(CC2)SCCN3C(=O)c2ccccc2C)cc1 | 3 | -1 | -1
O=C(NCc1nnnn1-c1ccc(F)c(F)c1)Nc1cccs1 | -8 | 3 | /
CCOC(=NCc1ccccc1)NC(=O)c1cccc(C(F)(F)F)c1 | -4 | -6 | -4
CS(=O)(=O)Nc1ccc(N)c(C(F)(F)F)c1 | -9 | -1 | -14
CCC(C(=O)N(CCOC)CC(=O)N1CCc2sccc2C1c1ccccc1C)c1ccccc1 (stereo unspecified) | -9 | -7 | -7
C/C=C(\C)C(=O)N1CCC2(CC1)CN(CC(=O)OC)C(=O)O2 | -9 | 0 | /
Cc1cc(-c2cccc3cccnc23)nc(-c2ccccc2O)n1 | -4 | 2 | -7
COc1cc(/C=C(\C#N)c2[nH]nc(N)c2C#N)cc(OC)c1O | -6 | 0 | /
CC(C)c1nc(CCN(C)c2nc(CCN)nc3ccccc23)no1 | -6 | 2 | -16
CC(Cn1cncn1)Nc1ccc(-c2nc(-c3ccccc3F)no2)cn1 (stereo unspecified) | -6 | 7 | -17
CC(C)C1CC(=NNC(N)=S)C=C2CCCCC21 (stereo unspecified) | -5 | 8 | /
O=C(Nc1ccc(CCO)cc1)C1=CCCCO1 | 0 | -1 | /
CCOc1ccccc1OCCCC(=O)NC(CCSC)c1nc2ccccc2[nH]1 (stereo unspecified) | -9 | 4 | /
Cc1ccc2c(c1)c(C(=O)N1CCn3c(C(N)=O)cnc3C1)nn2C | -3 | 2 | -20
Cc1nc2nc(N3CCN(CCO)CC3)n(C)c2nc1C | -2 | 6 | /
COc1cccc(CC2CCCN2CC(=O)NCc2cccnc2)c1 (stereo unspecified) | -13 | 6 | /
CCOC(=O)CSc1nc(CC)nc2c1oc1ccccc12 | 3 | -7 | /
O=C(Nc1c[nH]ccc1=O)C1CCCN(Cc2ccccc2)C1 (stereo unspecified) | -2 | -4 | -1
Cn1c(=O)[nH]c(=O)c2c1nc(N1CCCC1)n2Cc1ccccc1 | -6 | 9 | -5

In a second layout: two of the compounds above.
The line under a structure holds: hcGAS inh | NPYLR7 ag | mcGAS inh
CC(Cn1cncn1)Nc1ccc(-c2nc(-c3ccccc3F)no2)cn1 (stereo unspecified)
  -6 | 7 | -17
CC(C)C1CC(=NNC(N)=S)C=C2CCCCC21 (stereo unspecified)
  -5 | 8 | /

Further records follow.
SMILES | hcGAS inh | NPYLR7 ag | mcGAS inh
COc1ccnc(N2CCN(c3ccccc3O)CC2)n1 | -15 | 0 | -7
CN(C(=O)CC1NC(=O)NC1=O)C1Cc2ccccc2C1 (stereo unspecified) | -3 | 13 | /
CCCc1cc(=O)n(CC(=O)NCCOC)c(-n2nc(C)cc2C)n1 | -8 | -3 | -8
O=C(c1ccccc1Cl)N1CCN(c2nc(-c3cccc(Br)c3)nc3ccccc23)CC1 | 7 | -14 | -2
CCc1nc2c(OCc3ccc(S(C)(=O)=O)cc3)cccn2c1N(C)C(=O)c1ccccc1F | -1 | -2 | -5
COc1cc(C2NC(=O)NC(C)=C2C(=O)OCCc2ccccc2)ccc1OCc1ccccc1 (stereo unspecified) | -2 | -3 | -6
O=S(=O)(Nc1ccc(Cl)c(C(F)(F)F)c1)c1ccc2ccccc2c1 | -7 | -7 | -4
Cc1cc(C)c(Cn2ccnc2CN(Cc2cccnc2)C(=O)c2cccs2)c(C)c1 | -8 | 22 | -9
O=C1N(Cc2ccccc2)C(=O)C2(CCN(CC3CC=CCC3)CC2)N1CCc1ccccc1 (stereo unspecified) | 0 | 19 | -14
N#Cc1c(N(CC(=O)O)CC(=O)O)sc(C(=O)O)c1CC(=O)O | -6 | -3 | -8
CCc1cc2c(SCc3nc4sc(C(C)=O)c(C)c4c(=O)[nH]3)ncnc2s1 | -6 | 0 | /
O=C(NC1CC2CCC(C1)N2Cc1ccc2c(c1)OCO2)c1ccc(F)cc1Cl (stereo unspecified) | -5 | 1 | -6
COc1ccc(OC)c(-c2cccc(-c3cccc(NC(=O)[C@H](C)OC(C)=O)c3)n2)c1 | -7 | 15 | -5
O=C(Nc1ccccc1Oc1ccccc1)N1[C@H]2CCNC[C@@H]1CC2 | 0 | -1 | /
CN=Cc1c(NC)n2c(C)cccc2nc1=O | -1 | 7 | /
O=C(CC1C(=O)NCCN1Cc1ccc(F)cc1Cl)NC1(c2ccccc2)CC1 (stereo unspecified) | 1 | 3 | -6
CN(CCc1ccccc1)C1CCCN(Cc2nccs2)C1 (stereo unspecified) | 0 | / | -3
CNC(=O)c1cc(Cl)ccc1NCCCOCC(F)(F)F | -8 | -2 | /
Cc1cccc(CN2CCCn3cccc3C2c2ccccc2)c1C (stereo unspecified) | -8 | -2 | -7
COC(=O)C1=C(C)N(C)C(C)=C(C(=O)OC)C1c1ccncc1 | -2 | -1 | -8
Cc1cc(C)nc(NC(=O)c2cccc(CN(C)Cc3ccno3)c2)c1 | -5 | -2 | -12
Cc1c(Br)c([N+](=O)[O-])nn1CC(=O)N1CCN(C)CC1 | -9 | -1 | -4
O=C(CN1CCN(C2CCS(=O)(=O)C2)CC1)Nc1ccc(Cl)cc1 (stereo unspecified) | -2 | 7 | -1
COC(=O)COc1ccc(Br)c2ccccc12 | -6 | 1 | /
CC1c2ccsc2CCN1CC(=O)Nc1ccc(F)c(Cl)c1 (stereo unspecified) | -6 | 5 | /
COCCN(CC(=O)Nc1cc(C(C)(C)C)nn1-c1ccc(C)cc1C)C(=O)COc1ccc(Cl)cc1 | 4 | 0 | 0
O=C(O)CCCCCCN=C1NC(=O)CS1 | -3 | -2 | /
CN(CCCC1CCCO1)C(=O)c1cc(-c2ccccc2)nn1C (stereo unspecified) | -2 | -5 | -8
COc1cccc(-c2ccccc2NC(=O)C2CCN(Cc3ccc(F)cc3OC)CC2)c1 | -8 | 14 | -10
CC(CNC(=O)CN1C(=O)COc2ccccc21)(c1ccccc1)c1ccccc1 | -5 | 6 | -7
Cc1cccc(C2CC(C(=O)Nc3cccc(Cl)c3)CN(C(=O)NC(C)C)C2)c1 (stereo unspecified) | -4 | 6 | /
Cc1ccc(CN(C)C(C)c2nc(N)nc(N(C)C)n2)cc1 (stereo unspecified) | 7&-7 | 4&10 | -7
CC(C)c1ccccc1NC(=O)N1CCN(c2ncccc2NC(=O)c2ccc3c(c2)OCO3)CC1 | 3 | -10 | 0
O=C(NCc1ccccc1-c1ccc(Cn2ccnc2)cc1)NC1CC1 | 23 | -3 | 9
CC(C)c1ccc(C2=NC(C)(CC(=O)N3CCOCC3)ON2C)cc1 (stereo unspecified) | -4 | 6 | /
CCOc1ccccc1-n1c(-c2ccccc2)cc(C(=O)N2CCN(c3ccccc3Cl)CC2)c1C | -10 | -3 | -6
CCCCc1nc(Cl)c(CN2CCN3C(=O)CNC(=O)C3C2)[nH]1 (stereo unspecified) | 6 | -1 | /
N#CC1(Br)C(=N)c2ccccc2CC12CCCCC2 (stereo unspecified) | -2 | -4 | /
Cc1ccsc1C(=O)N1CCC(n2cc(C(C)(C)O)nn2)CC1 | 1 | 2 | -7
O=C(Cn1cnc([N+](=O)[O-])n1)Nc1ccccc1C(F)(F)F | -5 | -4 | -6
Cc1cccc(-c2nn(-c3ccc(F)cc3)cc2C(=O)N2CCN(CCO)CC2)c1 | -12 | 0 | /
CSc1nc2ccccc2n1Cc1c(C)ccc2ccccc12 | -4 | 5 | /
CN(Cc1cccc(Cl)c1)c1nc(-c2cccnc2)nc2c1cnn2C | -3 | 0 | -17
CC(=O)c1ccc(OC2CCN(CC(F)(F)F)C2=O)c(C)c1 (stereo unspecified) | -11 | 3 | /
COc1ccccc1N1CCN(C2CCCN(C(=O)CCc3c(C)noc3C)C2)CC1 (stereo unspecified) | 2 | 1 | /
O=C(NC(C(=O)N1CCCC1)C1CCN(S(=O)(=O)c2ccc(Cl)cc2)CC1)c1ccc2c(c1)OCO2 (stereo unspecified) | 3 | -6 | -1
Cc1ccc(NC(=O)CN2C(=O)CSC2c2ccccc2Cl)cc1 (stereo unspecified) | -6 | 16 | -6
N#Cc1ccccc1N=Nc1c(-c2ccc([N+](=O)[O-])cc2)[nH]n(-c2nc(-c3ccccc3)cs2)c1=O | -4 | -3 | -5
COc1cc(C(=O)Nc2ccc3c(c2)-c2ccccc2C3)cc(Cl)c1OCC(N)=O | -5 | 3 | -8
Cn1cnnc1SCC(=O)Nc1cc(F)ccc1F | 2 | -8 | /

Carrying on.
SMILES | hcGAS inh | NPYLR7 ag | mcGAS inh
CCCN1C(=O)[C@H]2CC[C@@H]1CN(C(=O)c1cc(C3CC3)[nH]n1)C2 | -5 | / | -5
Cc1nc(CCNC(=O)Cc2c(C)[nH]c3c(F)cccc23)nc2c1CCC2 | -3 | 11 | /
CCCNC(=O)Cn1nc2c(c1NC(=O)c1ccc(C(F)(F)F)cc1)CSC2 | -4 | -6 | -10
Cc1cnn(CC(=O)N(C)OCc2ccccc2)c1 | -20 | 0 | /
CCc1ncc(C(=O)N(CC)Cc2cccc3c2OCCO3)[nH]1 | -14 | 13 | -7
Cc1ccc(C)c(OC2C(=O)N(CC3CCCO3)C2c2ccc(F)c(F)c2)c1 (stereo unspecified) | -6 | 12 | /
CCC(C(=O)N1CCCN(C)C2(CCN(C)CC2)C1)n1cccn1 (stereo unspecified) | 0 | 10 | /
CC(=O)Oc1ccccc1C(=O)Oc1ccccc1C(=O)O | -2&2 | -4 | -6&0
Cc1ccc(C(=O)N(c2cccnc2)C(C)C)cc1Oc1ccncc1 | -8 | 3 | /
O=C(Cc1cccs1)NC1CCN(c2ccccc2C(=O)NCc2ccc(F)cc2)CC1 | -1 | -5 | -4
CCOC(=O)c1ccc2c(c1)nc(SCc1cccc(I)c1)n2Cc1cccc(F)c1 | 0 | -3 | 2
CCNC(=O)C(CC(C)C)N1C(=O)CSC1c1cccc(F)c1 (stereo unspecified) | -3 | -22 | 2
COc1ccc(NC(=O)c2nnn(Cc3nc(-c4ccccc4)oc3C)c2C)c(OC)c1 | -1 | -7 | -8
Cc1cc(C)cc(NC(=O)Cn2nc(-c3ccco3)c3sc(N4CCOCC4)nc3c2=O)c1 | -1 | -3 | -2
CO[C@@H]1C[C@@H]2CC(C)(C)OC[C@@]2(O)[C@H]1N1CCN(c2ccccc2Cl)CC1 | -9 | 7 | -3
C=CCOC1C[C@](OCc2ccc(F)cc2)(C(=O)NC2CC2)C[C@@H](O)[C@H]1O (stereo partly specified) | -5 | -5 | -5
Cc1ccc(C)c(S(=O)(=O)n2cccn2)c1 | 0 | -1 | -2
C=CCn1cc(CN(Cc2nccn2C)C2CC2)c(C)n1 | -1 | 3 | -9
COc1ccccc1C(=O)N(CC(=O)N1CCc2sccc2C1COc1ccccc1C)C1CC1 (stereo unspecified) | -6 | -2 | -7
Cc1cc(OC(=O)c2ccccc2I)c([N+](=O)[O-])c(=O)[nH]1 | 0 | 9 | -2
Cc1oc(-c2ccc(Cl)cc2)cc1C(=O)N1CCN(c2nccc(-c3ccc(Oc4ccccc4)cc3)n2)CC1 | -2 | 8 | -7
O=c1cc(O)c2sc(Nc3ccccc3)nc2[nH]1 | -4 | 2 | -5
COc1ccc(NC(=O)c2c(O)c3ccccc3n(C)c2=O)cc1 | 3 | 4 | -10
COCCN1CCN(c2cc(Oc3ccc(OC)cc3)ncn2)CC1 | -5 | -10 | -4
CCOC(=O)c1c(C)nn(-c2ccc(C(=O)Nc3cccc4c3CCCC4)cc2)c1C | -4 | -8 | -6
CCS(=O)(=O)NC1CCN(c2ccccc2C(=O)NC(C)C(C)C)CC1 (stereo unspecified) | -9 | 13 | -5
COc1cc(OC)cc(-c2nnc(SCc3ccc(Cl)c(Cl)c3)n2C2CCCCC2)c1 | -3 | 3 | -6
COc1cccc(Cc2nsc(N3CCC(CNC(=O)c4ccc(Cl)c(Cl)c4)CC3)n2)c1 | -9 | 21 | -4

Entries listed so far with an aryl methoxy group:
SMILES | hcGAS inh | NPYLR7 ag | mcGAS inh
COc1ccc(-c2ccc(/C=C3\SC(=S)NC3=O)o2)c([N+](=O)[O-])c1 | 10 | 4 | /
COc1cc(/C=C(\C#N)c2[nH]nc(N)c2C#N)cc(OC)c1O | -6 | 0 | /
COc1cccc(CC2CCCN2CC(=O)NCc2cccnc2)c1 (stereo unspecified) | -13 | 6 | /
COc1ccnc(N2CCN(c3ccccc3O)CC2)n1 | -15 | 0 | -7
COc1cc(C2NC(=O)NC(C)=C2C(=O)OCCc2ccccc2)ccc1OCc1ccccc1 (stereo unspecified) | -2 | -3 | -6
COc1ccc(OC)c(-c2cccc(-c3cccc(NC(=O)[C@H](C)OC(C)=O)c3)n2)c1 | -7 | 15 | -5
COc1cccc(-c2ccccc2NC(=O)C2CCN(Cc3ccc(F)cc3OC)CC2)c1 | -8 | 14 | -10
COc1ccccc1N1CCN(C2CCCN(C(=O)CCc3c(C)noc3C)C2)CC1 (stereo unspecified) | 2 | 1 | /
COc1cc(C(=O)Nc2ccc3c(c2)-c2ccccc2C3)cc(Cl)c1OCC(N)=O | -5 | 3 | -8
COc1ccc(NC(=O)c2nnn(Cc3nc(-c4ccccc4)oc3C)c2C)c(OC)c1 | -1 | -7 | -8
COc1ccccc1C(=O)N(CC(=O)N1CCc2sccc2C1COc1ccccc1C)C1CC1 (stereo unspecified) | -6 | -2 | -7
COc1ccc(NC(=O)c2c(O)c3ccccc3n(C)c2=O)cc1 | 3 | 4 | -10
COCCN1CCN(c2cc(Oc3ccc(OC)cc3)ncn2)CC1 | -5 | -10 | -4
COc1cc(OC)cc(-c2nnc(SCc3ccc(Cl)c(Cl)c3)n2C2CCCCC2)c1 | -3 | 3 | -6
COc1cccc(Cc2nsc(N3CCC(CNC(=O)c4ccc(Cl)c(Cl)c4)CC3)n2)c1 | -9 | 21 | -4
